# HCMV inh – blocks human cytomegalovirus replication. HFF cells, HCMV-luciferase reporter, 72 h; stronger effect = lower value. activity change, negative = inhibition, % at 57.5 µM. hit rate 4.5% among 410,000; in the data active = activity change below about -60%; inconclusive = no clear call, values can overlap the other calls; inactive = above about -39%
#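 Luciferase read-out from HCMV-luciferase-infected HFFs (MOI 1 PFU/cell) 72 h post infection at 37C; compounds added after 16 h cell attachment; activity normalized between buffer-only basal and Salinomycin (10uM) inhibitor controls.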
# FBPA Giardia inh – blocks Giardia fructose-bisphosphate aldolase activity | purified Giardia FBPA | Potency, µM (series often up to 59.6 µM), for inactives: top-dose activity, negative = inhibition, most hits filed as inhibitors | hit rate 0.71% among 290,000; also: potency is read from the fitted curve at half-maximal effect; nearly all actives have a fitted effect of over 55% in size
# Target sequence (A8B2U2 whole entry, looked up): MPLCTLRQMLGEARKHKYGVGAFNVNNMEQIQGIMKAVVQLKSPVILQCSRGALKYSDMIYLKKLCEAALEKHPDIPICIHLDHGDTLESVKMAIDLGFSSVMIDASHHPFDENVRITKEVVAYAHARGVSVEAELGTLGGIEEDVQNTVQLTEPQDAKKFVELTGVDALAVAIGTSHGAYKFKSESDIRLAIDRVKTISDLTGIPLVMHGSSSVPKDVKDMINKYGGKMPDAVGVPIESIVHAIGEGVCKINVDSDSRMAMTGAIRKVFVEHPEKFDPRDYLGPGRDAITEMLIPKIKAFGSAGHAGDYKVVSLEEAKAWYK
#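 Giardia FBPA (40 nM reagent) was preincubated 10 min at RT with compound (up to 57.5 uM final), then substrate plus GAPDH/TPI/NAD/arsenate coupling system with diaphorase/resazurin was added; resorufin fluorescence (525/598 nm) was read after 20 min.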
# Sm TGR inh – blocks Schistosoma mansoni thioredoxin glutathione reductase; Q962Y6; purified TGR, DTNB reduction, TNB absorbance 405 nm; Potency, µM (doses to about 114 µM), for the others: at the top dose activity change, negative = inhibition, hits mostly inhibitors; hit rate 3% among 360,000; AID 485364; also: potency is read from the fitted curve at half-maximal effect; nearly all actives have a fitted effect of over 60% in size
#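 First, TGR (20 nM dispensed) and NADPH were mixed with compound. Second, a 15 min room-temperature incubation followed. Third, further NADPH and then DTNB were added to start the reaction. Finally, TNB absorbance was monitored kinetically.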
# AmpC detergent – blocks E. coli AmpC beta-lactamase in detergent assay; AmpC hydrolysis of nitrocefin, absorbance 480 nm, 0.01% Triton; Potency, µM (top dose mostly 114 µM), inactives show at the highest dose activity change, negative = inhibition, usual class: inhibitors; hit rate 0.041% among 370,000;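 also: potency is read from the fitted curve at half-maximal effect; 0% = no-compound wells and -100% = no-enzyme wells; nearly all actives have a fitted effect of over 25% in size; some results filed as inactive show a strong effect at the top dose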
# Target sequence (P00811 whole entry, looked up): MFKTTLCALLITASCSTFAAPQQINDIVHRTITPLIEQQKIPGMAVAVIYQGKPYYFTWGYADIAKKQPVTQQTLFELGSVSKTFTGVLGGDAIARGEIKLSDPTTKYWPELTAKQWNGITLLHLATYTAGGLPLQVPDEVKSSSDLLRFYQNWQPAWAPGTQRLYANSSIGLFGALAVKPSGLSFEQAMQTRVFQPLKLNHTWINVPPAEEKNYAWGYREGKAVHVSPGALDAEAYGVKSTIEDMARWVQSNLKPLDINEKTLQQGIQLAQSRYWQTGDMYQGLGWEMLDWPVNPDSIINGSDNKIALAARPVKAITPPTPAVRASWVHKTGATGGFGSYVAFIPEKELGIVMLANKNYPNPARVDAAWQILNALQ
#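 20 mM phosphate pH 7.0 + 0.01% (detergent screen) or 0.0001% Triton X-100; 5.3 nM AmpC reagent; cpd preinc 15 min RT; nitrocefin (800 uM stock) to start; A480 q20 s × 4 min; Activity was normalised to no-enzyme and no-compound control wells.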
# AMA1 RON2 block – inhibitors of Plasmodium falciparum AMA1-RON2 interaction. Potency, µM (doses to about 58.2 µM), without a hit: top-dose activity change, negative = inhibition, actives largely listed as inhibitors. AID 720542. AlphaScreen AMA1-biotinylated RON2 peptide binding. hit rate 0.2% among 360,000;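 also: potency is read from the fitted curve at half-maximal effect; 0% = vehicle wells and -100% = peptide control; nearly all actives have a fitted effect of over 45% in size; some results filed as inactive show a strong effect at the top dose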
#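 AMA1 (3D7) with his tag at 25 nM final met compounds first, then biotinylated RON2 peptide at 25 nM; detection used donor plus acceptor beads, 10 µg/mL apiece, read by AlphaScreen after 30 min at room temperature.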
# AmpC inh no detg – inhibitors of E. coli AmpC beta-lactamase without detergent. AmpC nitrocefin hydrolysis, absorbance 480 nm, 0.0001% Triton. P00811. Potency, µM (top dose mostly 57.1 µM), inactives show top-dose activity change, negative = inhibition, actives largely listed as inhibitors. hit rate 0.52% among 330,000;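 also: potency is read from the fitted curve at half-maximal effect; plate controls were no compound for no effect and no enzyme for full effect; nearly all actives have a fitted effect of over 20% in size; some results filed as inactive show a strong effect at the top dose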
#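 AmpC (5.3 nM in the dispensed reagent) in 20 mM phosphate pH 7.0 with 0.01% (detergent screen) or 0.0001% Triton X-100 was preincubated with compounds for 15 min at room temperature. Nitrocefin was then added from an 800 uM solution, and hydrolysis was followed at 480 nm.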
# * marks the source's active call; other numbers are inactive results; ? = inconclusive; · = not tested or not shown; & = joins results of further samples; [ ] = remark or other dose. Unless noted, calls follow the shape of the dose curve; as a rule, active = well fitted curve in the direction sought with a large enough effect; inconclusive = small, poorly fitted or top-dose-only effect, or another doubt; inactive = no such curve, though single readings can be large; an effect the other way counts as inactive or inconclusive. Unless noted, % is scaled to controls: 0 for no effect and ±100 for the full control effect.
SMILES,HCMV inh,FBPA Giardia inh,Sm TGR inh,AmpC detergent,AMA1 RON2 block,AmpC inh no detg
CC(=O)c1ccc(N(C(=O)CNC(=O)c2cccs2)C(C(=O)NCC2CCCO2)c2ccccc2)cc1 (centres undefined),6,-2%,-4%,1%,-2%,32%
CCOC(=O)C1=CC[C@H]2c3c(c4ccccc4n3C)C(=O)C1N2Cc1ccccc1,2,·,·,·,-9%,-5%
COc1ccc(OC)c(NC(=O)c2c(NCc3ccc(OC)c(OC)c3)sc3c2CCC(C)C3)c1 (centres undefined),3,·,-1%,5%,·,·
COc1ccc(Cl)cc1NC(=S)NCc1ccco1,-10,2%,?,-14%,-9%,-18%
CCOc1ccc(CCNC(=O)CN2C(=O)NC3(CCCCC3C)C2=O)cc1OCC (centres undefined),-5,·,1%,?,-10%,-2%
O/N=C1/CCCCC1c1ccccn1 (centres undefined),-36,-26%,-1%,?,8%,-10%
O=C(CN1C(=O)C(=O)c2ccccc21)c1ccc(Cl)cc1,-13,0%,?,-4%,-3%,-9%
CC1CCN(C(=O)c2ccccc2NC(=O)c2cccs2)CC1,?,1%,-15%,4%,15%,-12%
CN(C)CCCN(C(=O)c1ccc(Br)s1)c1nc2cc3c(cc2s1)OCCO3,20,·,7%,-8%,-5%,78%[activator]
Cc1cccc(NC(=O)/C(C#N)=C/c2cn(CC(=O)NCc3ccco3)c3ccccc23)c1C,-82*,5%,-10%,-12%,0%,14µM*
O=C(CN1C(=O)c2ccccc2S1(=O)=O)N1CCc2ccccc21,-94*,-8%,-1%,-14%,-5%,-10%
Cc1ccccc1NC(=O)CSc1n[nH]c(-c2ccccn2)n1,41,?,-13%,0%,8.9µM*,-10%

# Next section; the last 3 above are carried over.
SMILES,HCMV inh,FBPA Giardia inh,Sm TGR inh,AmpC detergent,AMA1 RON2 block,AmpC inh no detg
Cc1cccc(NC(=O)/C(C#N)=C/c2cn(CC(=O)NCc3ccco3)c3ccccc23)c1C,-82*,5%,-10%,-12%,0%,14µM*
O=C(CN1C(=O)c2ccccc2S1(=O)=O)N1CCc2ccccc21,-94*,-8%,-1%,-14%,-5%,-10%
Cc1ccccc1NC(=O)CSc1n[nH]c(-c2ccccn2)n1,41,?,-13%,0%,8.9µM*,-10%
Cc1nc2ccc3nc(NC(=O)c4ccc5c(c4)OCCO5)sc3c2s1,-106*,5%,-4%,3%,15%&18%,-29%
COc1ccc(CNC(=O)CSc2nc3ccc(OC)cc3[nH]2)cc1,3,-3%,10%,-12%,-4%,-27%
C#CC(C)(CC)NC(=O)Cn1nnc(-c2ccc(OCc3ccccc3Cl)cc2)n1 (centres undefined),-16,·,3%,1%,·,·
Cc1cc(-c2nc(C)c(C(=O)NNS(=O)(=O)c3ccccc3)s2)no1,41,-11%,1%,2%,3%,-21%
COC(=O)c1ccc2c(=O)n(-c3ccccc3F)c(=S)[nH]c2c1,-6,-13%,-8%,-5%,35%[activator],-22%
c1ccc(-c2nnc(CSc3nnc(-c4cccs4)o3)o2)cc1,-8,-4%,-10%,?,-4%,-6%
CN1C(=O)C(C2c3ccccc3C(=O)N2Cc2ccc([N+](=O)[O-])cc2)C(=O)N(C)C1=O (centres undefined),3,7%,5%,-12%,19%,-7%
CCOc1ccccc1NC(=O)c1c(NC(=O)COc2ccc(Cl)cc2)sc2c1CCCCC2,-6,·,-1%,-4%,·,·
Cc1cc(C)c(S(=O)(=O)Nc2ccccc2-c2ccccc2)c(C)c1,-79*,-27%,0%,-11%,-1%,-18%
CC(C)c1ccc(S(=O)(=O)N2CCCCC2)cc1,-21,1%,1%,4%,-2%,-24%
COc1ccccc1N1CCN(C(=O)CSc2nc3ccccc3nc2Cc2ccccc2)CC1,-11,·,-2%,9%,·,·
C/C(CC1CC(C)OC1=O)=N\NC(N)=S (centres undefined),23,?,-1%,4%,44%[activator],-23%
Cc1ncc(CO)c2cc(C(=O)Nc3ccccc3Cl)c(=Nc3cccc(C(N)=O)c3)oc12,-23,5%,-2%,-3%,-8%,-6%
CCCCN(c1ccccc1)S(=O)(=O)c1cc2c3c(c1)C(C)C(=O)N3CCC2 (centres undefined),?,·,7%,1%,·,·
COC(C[C@H](O)C[C@@H](O)COCc1ccccc1)OC,21,8%,0%,-5%,15%,-24%
Cc1ccc2c(c1)C(=O)C(=O)N2CC(=O)Nc1ccc(N2CCOCC2)cc1,50,10%,16%,-1%,-18%,4%
O=C(Nc1nnc(-c2ccccc2)s1)c1cc(S(=O)(=O)N2CCOCC2)c(Cl)cc1Cl,-36,16%,3%,-1%,-2%,-24%
N=c1n(CCN2CCCCC2)c2ccccc2n1CC(=O)c1ccc(Cl)c(Cl)c1,-19,?,-6%,-2%,-2%,107%[activator]
COCc1cc(C)nc(OCC(=O)N/N=C/c2ccccc2)c1C#N,22,13%,4%,1%,8%,17%
COc1ccc2c(=O)c(N3C(=O)c4ccccc4C3=O)c(C)oc2c1,6,-14%,4%,0%,-5%,-8%
CC(=O)c1cccc(NC(=O)CCCSc2ccccc2)c1,-38,13%,?,-14%,12%,-28%
CN(C)CCCNC(=O)c1ccc(-c2ccccc2)cc1,-13,-6%,?,?,-2%,0%
CCCC(CCC)C(=O)Nc1cc(-c2cn3cccnc3n2)ccc1OC,-6,·,-4%,3%,·,·
O=C(COC(=O)c1ccc(Br)cc1)NCCC1=CCCCC1,11,5%,-6%,-9%,2%,-1%[2.29 µM]
O=S(=O)(N1CCOCC1)n1c(Cc2ccccc2)nc2ccccc21,-20,-3%,4%,-9%,-3%,45%
COc1ccc(C(=O)NNC(=O)c2ccncc2)cc1[N+](=O)[O-],18,1%,0%,-11%,3%,-8%
CC(NC(N)=O)C(=O)OCc1ccc(Cl)cc1Cl (centres undefined),26,2%,-4%,10%,19%,-4%
CN(CC(=O)Nc1sccc1C#N)Cc1ccccc1,18,-7%,1%,3%,64%[activator],-2%
CCOc1ccc(C(=O)Nc2ccccc2OC(F)F)cc1,-5,0%,2%,-10%,-2%,-12%
COc1ccc(/C=C2\Sc3ccc(C(=O)N4CCc5ccccc5C4)cc3N(C)C2=O)cc1,·,0%,3%,-3%,·,-27%
COC(=O)C1=CO[C@@H](O[C@@H]2O[C@H](CO)[C@@H](O)[C@H](O)[C@H]2O)C2C1C=C[C@@]2(O)CO (some centres undefined),17,·,·,·,-2%,-11%
CCN(CC#CCC(O)(c1ccccc1)C1CCCC1)C(C)C (centres undefined),-7,·,-1%,3%,-3%,16%
CCc1ccccc1NC(=O)CCN1C(=O)C2CC=CCC2C1=O (centres undefined),21,-5%,8%,5%,-1%,-6%
COc1ccc2nc(SCC(=O)NCc3ccc4c(c3)OCO4)[nH]c2c1,?,-1%,-13%,-9%,-11%,-25%
O=C1c2ccccc2C(Nc2ccc3c(c2)OCCO3)N1Cc1ccc2c(c1)OCO2 (centres undefined),-26,-7%,-25%,?,?,10µM*
CC1=C(C(=O)NCc2ccccn2)C2(CCC(C)CC2)OC1=O (centres undefined),29,-11%,-2%,?,54%[activator],2.8µM*
Cc1cccc(NC(=O)C2CCN(C(=O)N3CCOc4ccccc43)CC2)c1C,17,10%,-1%,-6%,6%,14%
Cc1ccc2c(c1)cc(C(=O)NCc1ccc(F)cc1)n2C,?,·,1%,18%,·,·
CC(=O)Nc1ccc(CC(=O)N2CCN(Cc3ccccc3)CC2)cc1,-8,3%,5%,1%,-5%,0%
O=C(OCC(=O)N(c1ccccc1)C1CCCCC1)c1ccc(CO)cc1,-27,·,7%,-15%,-5%,-4%
CC(C)Oc1ccc(C(=O)O)c(C(=O)O)c1,3,-4%,0%,1%,-5%,-12%
Cc1nc2ccc(NC(=O)N3CCOCC3)cc2s1,18,-4%,3%,-7%,14%,-18%
CCN(CC)S(=O)(=O)c1cccc(C(=O)NCC(=O)OCC(=O)NCc2ccccc2)c1,78,11%,2%,0%,3%,19%
CN1CCN(S(=O)(=O)c2cccc(C(=O)NC3CCCC3)c2)CC1,4,·,1%,?,-7%,-6%
Cc1c(C(=O)NCc2ccccc2Br)oc2ccc3c(c12)C(=O)CC(C)(C)O3,-3,·,2%,4%,·,·
Cc1cc(F)ccc1N1CCC(N2CCN(C)C(CCO)C2)CC1 (centres undefined),-9,0%,-16%,?,-12%,-1%
COCCN1C(=O)N[C@@H](c2ccccc2)C(C(=O)OC)=C1C,13,2%&1%,-9%,-22%,18%,-15%
COc1ccc(CNS(=O)(=O)c2cc(CN3C(=O)c4cccnc4C3=O)ccc2OC)cc1,-34,·,-10%,-3%,21%,1%
Cc1c(C(=O)N2CCCCC2)c(S(=O)(=O)Nc2ccc(F)cc2F)c(C)n1C,-3,11%,7%,2%,4%,3%
COC(=O)[C@@H]1[C@@H](C)N(Cc2ccccc2)C(=O)N[C@H]1c1cccc(C(F)(F)F)c1,-20,7%[12.9 µM],0%,3%,-13%,23%
CCOC(=O)C1CCCN(C(=O)Cn2ncc3c4ccccc4n(Cc4ccccc4)c3c2=O)C1 (centres undefined),9,·,-3%,1%,·,·
COCc1cc(CNC(=O)C2CCC(=O)N(Cc3ccccc3F)C2)[nH]n1 (centres undefined),52,·,2%,0%,15%,-4%
O=C(CN1C(=O)NC2(CCCC2)C1=O)NCc1ccco1,-6,·,·,·,6%[11.6 µM],10%
O=C(COC(=O)COc1ccccc1F)Nc1ccc2c(c1)OCO2,0,·,-11%,3%,-5%,-2%
O=C(/C=C/c1cccc(Cl)c1)NCCc1ccccc1,-23,-1%,0%,-4%,6%,-34%
COc1ccc(CCC(=O)OCC(=O)NCc2ccc(OC)c(OC)c2)cc1OC,-7,·,·,·,-2%,8%
CC(NC(=O)c1ccco1)C(=O)N1CCN(c2cccc(C(F)(F)F)c2)CC1 (centres undefined),?,·,-20%,-7%,-5%,126%[activator]
COc1ccc(N2CCN(c3oc(/C=C/c4ccc(F)cc4)nc3C#N)CC2)cc1,78,·,-2%,14%,·,·
CCOC(=O)c1ccc(NC(=O)N2CCN(Cc3ccccc3)CC2)cc1,48,1%,·,-1%,-14%,52%
O=C(OCn1nnc2ccccc2c1=O)C1=COCCO1,66,0%,-3%,-12%,12%,-8%
CC(=O)c1ccccc1NC(=O)c1cc(S(=O)(=O)N2CCOCC2)ccc1N1CCCC1,2,·,-31%,?,0%,-5%
CC(C)NS(=O)(=O)c1ccc(OCC(=O)N2CCc3ccccc3C2)cc1,-40,4%,·,3%,-1%,2%
CC(NCC(=O)Nc1ccccc1C(=O)NC1CC1)c1ccco1 (centres undefined),-18,·,2%,-11%,70%[activator],-6%

# Part of the list above, tab-delimited.
compound	HCMV inh	FBPA Giardia inh	Sm TGR inh	AmpC detergent	AMA1 RON2 block	AmpC inh no detg
O=C(/C=C/c1cccc(Cl)c1)NCCc1ccccc1	-23	-1%	0%	-4%	6%	-34%
COc1ccc(CCC(=O)OCC(=O)NCc2ccc(OC)c(OC)c2)cc1OC	-7	·	·	·	-2%	8%
